FLuc stim CS – affects firefly luciferase, flagging false hits in luciferase stimulation screens. ATPlite luciferase biochemical, luminescence, 10 min; 0 = ATP-free wells, 1 = DMSO control. activation factor at 10 µM. 200,000 tested, under 10 active. AID 1027;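 active = luciferase activation factor, scaled between plate controls, of at least 2 with compound at 10 µM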
Target sequence (P08659 whole entry, looked up): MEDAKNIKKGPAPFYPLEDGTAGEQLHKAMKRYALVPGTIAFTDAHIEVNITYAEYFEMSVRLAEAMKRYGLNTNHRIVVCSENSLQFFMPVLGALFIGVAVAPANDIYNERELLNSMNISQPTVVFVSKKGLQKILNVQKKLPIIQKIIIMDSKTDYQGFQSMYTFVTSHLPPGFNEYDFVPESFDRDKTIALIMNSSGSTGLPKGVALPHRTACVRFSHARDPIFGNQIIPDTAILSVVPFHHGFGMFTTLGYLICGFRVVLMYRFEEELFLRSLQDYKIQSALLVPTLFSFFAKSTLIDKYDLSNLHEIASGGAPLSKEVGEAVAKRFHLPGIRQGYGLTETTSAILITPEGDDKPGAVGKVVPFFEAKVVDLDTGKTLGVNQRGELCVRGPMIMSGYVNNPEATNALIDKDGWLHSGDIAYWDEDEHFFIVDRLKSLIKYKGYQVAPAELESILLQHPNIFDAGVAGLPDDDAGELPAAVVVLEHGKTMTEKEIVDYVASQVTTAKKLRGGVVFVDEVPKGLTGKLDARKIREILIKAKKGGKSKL
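Material: Luciferase/luciferin reagent mix; Doses: test compounds dosed from 2 mM stocks in 100% DMSO; Schedule: 10 min incubation after luciferase reagent addition, room temperature; Measured by: luminescence from luciferase reaction; Read-out: luminescence gain marking luciferase activators.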
APP 5'UTR act – activates APP 5'UTR luciferase reporter | SH-SY5Y APP 5'UTR luciferase reporter, luminescence; zero percent = DMSO vehicle wells | activation, % at 2 µM | actives 1% (n = 190,000);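 active = activation above a set limit, based on mean plus 3 SD of controls, cut at about 140% in these data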; also: values of inactives mirror those of a sister screen read the other way
APP transl inh – APP translation inhibition; SH-SY5Y APP 5'UTR-luciferase reporter, luminescence; inhibition, % at 2 µM; actives 0.82% (n = 190,000);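 active = inhibition above a set limit, derived from the sample mean plus 3 SD, cut at about 45% in these data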; also: values of inactives mirror those of a sister screen read the other way
HMGR II inh – inhibitors of class II HMG-CoA reductase from Enterococcus faecalis; purified E. faecalis HMGR, NADPH absorbance 340 nm kinetic; inhibition, % at 10 µM; actives 0.41% (n = 190,000); AID 1066;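 active = inhibition above a set limit, the median over all tested compounds plus 3 SD, cut at about 9.5% in these data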;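 also: enzyme runs in reverse so mevalonate oxidation gives rising NADPH absorbance; 0% = complete reaction with DMSO and 100% = background rate lacking mevalonate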
FLuc inh counter – Photinus pyralis luciferase inhibition counter-screen; ATPLite firefly luciferase biochemical luminescence, 10 min; inhibition, % at 10 µM; actives 1.5% (n = 200,000);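 active = inhibition above about 50% when tested at 10 µM, limit read from the data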
STAT1 act – STAT1 signaling activation; activation (% of control), % at 5.5 µM; AID 932; actives 2.6% (n = 200,000); NIH 3T3 STAT1-luciferase reporter, IFN-gamma, luminescence; 100% = IFN-gamma alone, no compound;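 active = activation above the screen-wide mean activation plus 3 SD, cut at about 130% in these data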;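 also: raw ratio to IFN-gamma control signal so 100% means no change and 0% no light; values of inactives mirror those of a sister screen read the other way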
G6PDH CS – counter-screen for G6PDH assay hits: L. mesenteroides G6PDH inhibition; inhibition, % at 5 µM; actives 0.12% (n = 200,000); Purified L. mesenteroides G6PDH, diaphorase/resazurin coupled fluorescence, 45 min; in the data active = inhibition above about 50%
NF-kB neuron act – compounds increasing NF-kB expression in human neuronal cells | NF-kB reporter expression; hits give high values | fold change at 12.5 µM | actives 1.6% (n = 190,000); in the data active = fold change above about 3.3
Redox H2O2 prof – compounds producing H2O2 with reducing agent – biochemical, NIH compound library profiling, artefact control for MLSCN library redox annotation, primary screen; DTT-dependent redox cycling H2O2, phenol red/HRP absorbance; 100% = 100 µM peroxide control, 0% = buffer; activation, % at 10 µM; actives 0.03% (n = 200,000);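 active = activation of at least 50% relative to the plate's high and low controls in the primary single-dose screen; inactive = activation below 50%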;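 also: compound incubated with DTT at 0.8 mM final as the reducing agent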
Hsp70 activator – switches on Hsp70 transcription. HeLa Hsp70 promoter luciferase reporter, luminescence; scaled: vehicle 0, proteasome-inhibitor control 100%. actives 0.04% (n = 200,000). activation, % at 10 µM. AID 1203;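 active = activation above the mean across all tested compounds plus 3 SD, cutoff set per campaign, cut at about 5.5% in these data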;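 also: 100% = MG132 at 30 µM as the positive control and 0% = DMSO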
Active calls of the source: *. Rows are unselected. About 5.3% of those tested had a hit in this group.

The opening 2 compounds (preview)
SMILES	FLuc stim CS	APP 5'UTR act	APP transl inh	HMGR II inh	FLuc inh counter	STAT1 act	G6PDH CS	NF-kB neuron act	Redox H2O2 prof	Hsp70 activator
CC(C)c1ccc(NC(=S)NN(c2ccccc2)c2ccccc2)cc1	1	-1	1	0	-2	95	7	1.1	0.4	-0.5
COc1ccccc1Oc1coc2c(CN(C)C)c(O)ccc2c1=O	1.1	11	-12	-1	-7	99	2	1.5	2.4	-0.1

All compounds of this part, from the first entry:
SMILES	FLuc stim CS	APP 5'UTR act	APP transl inh	HMGR II inh	FLuc inh counter	STAT1 act	G6PDH CS	NF-kB neuron act	Redox H2O2 prof	Hsp70 activator
CC(C)c1ccc(NC(=S)NN(c2ccccc2)c2ccccc2)cc1	1	-1	1	0	-2	95	7	1.1	0.4	-0.5
COc1ccccc1Oc1coc2c(CN(C)C)c(O)ccc2c1=O	1.1	11	-12	-1	-7	99	2	1.5	2.4	-0.1
O=c1c2cc(Cl)ccc2nc(-c2ccccc2Cl)n1O	1.1	13	-13	-3	-5	101	3	1.1	-0.3	0.0
Cc1ccc([N+](=O)[O-])c(OCCCN2CCCCCC2)c1	1	15	-15	0	-3	101	1	1.3	1.3	1.0
O=C(COC(=O)c1cc([N+](=O)[O-])ccc1NCc1ccccc1)NCc1ccccc1Cl	1.1	-10	10	-7	-9	98	10	1.1	-0.8	-0.3
COc1ccc(C(=O)N2CCOC2CNC(=O)C(=O)NCc2ccco2)cc1 (stereo unspecified)	1	-2	2	-2	2	103	4	0.93	-0.4	-0.2
Cc1cc(C(=O)NCc2cccs2)n(-c2ccccc2)n1	1.1	-7	7	4	-6	99	3	1.3	-1.0	-0.4
O=C(NC1CCCCC1)C(c1cccs1)N(Cc1cccs1)C(=O)c1ccco1 (stereo unspecified)	1	1	-1	5	-1	102	8	0.52	1.4	-0.2
Cc1cc(NC(=O)CSc2nnc(-c3ccco3)n2Cc2ccccc2)no1	1.1	5	-5	-4	-6	106	1	0.93	-0.1	-0.1
COc1ccc(NC(=O)c2cc(-c3ccccc3)nc3c2c(C)nn3-c2ccccc2)c(OC)c1	1.1	-1	1	-4	-10	90	6	1.1	0.1	-0.1
CCOC(=O)c1c(OCC)[nH]c2ccc(O)cc12	1	-36	36	-10	1	99	-1	1.2	0.5	-0.2
Cc1ccc(-c2nn(C)c(=O)c3ccccc23)cc1S(=O)(=O)NCCO	1	7	-7	-6	1	104	0	1.4	1.4	-0.6
Cc1oc(-c2cccc(F)c2)nc1CN1CCCCC1CCn1cccn1 (stereo unspecified)	1	14	-14	-7	-2	103	3	1.1	-0.5	-0.3
COCCN1Cc2cccc(C(=O)NCc3ccccn3)c2C1=O	1.1	1	-1	1	-10	91	5	0.94	-1.5	-0.1
COCCCNC(=O)c1ccc2c(=O)n(Cc3ccc4c(c3)OCO4)c(=S)[nH]c2c1	1.1	-4	4	0	-8	100	1	1.1	1.1	-0.2
Cc1ccc(CCNC(=O)C2CCCN(S(=O)(=O)c3c(C)nn(C)c3C)C2)cc1 (stereo unspecified)	1.1	-7	7	0	-10	93	-2	0.95	-3.3	-0.4
CC1(C)CC(=O)c2cnc(NC(=O)CSc3nc4ccccc4o3)nc2C1	1	11	-11	0	-3	95	11	1	0.6	0.1
CCOC(=O)N1CCN(Cc2nc3c(c(=O)n(C)c(=O)n3C)n2Cc2cccc(C)c2)CC1	1	3	-3	1	-4	91	8	1.2	-0.9	-0.6
COc1cc(S(=O)(=O)Nc2ccccn2)ccc1F	1	-1	1	5	-4	104	19	1.1	0.1	-0.5
CSc1nc(Oc2ccc(F)cc2F)cc(C(F)(F)F)n1	1.1	-4	4	-4	-9	102	3	1.1	2.0	-0.6
O=C1c2cccc3c(N4CCCCC4)ccc(c23)C(=O)N1c1ccccc1O	1.1	-11	11	-3	-6	109	9	1.2	-1.4	-0.2
CN(C)C(=O)c1cccn(Cc2cccc(C(F)(F)F)c2)c1=O	1	7	-7	1	2	102	15	1	-1.5	-0.1
C/C=C/c1ccc(OCC(=O)NCc2ccccc2OC)c(OC)c1	1.1	14	-14	-1	-9	96	2	1	0.3	0.0
Cc1cc(C(=O)N/N=C/C=C/c2ccc([N+](=O)[O-])cc2)n[nH]1	1	-12	12	-1	-3	106	2	1.1	0.1	-0.1
COc1ccc2c(c1)c1ncn(CCN3CCCCC3)c(=O)c1n2C	1	1	-1	-3	0	102	5	1.6	-0.4	-0.2

17 compounds already listed, arranged by SMILES length, low to high:
SMILES	FLuc stim CS	APP 5'UTR act	APP transl inh	HMGR II inh	FLuc inh counter	STAT1 act	G6PDH CS	NF-kB neuron act	Redox H2O2 prof	Hsp70 activator
CCOC(=O)c1c(OCC)[nH]c2ccc(O)cc12	1	-36	36	-10	1	99	-1	1.2	0.5	-0.2
O=c1c2cc(Cl)ccc2nc(-c2ccccc2Cl)n1O	1.1	13	-13	-3	-5	101	3	1.1	-0.3	0.0
Cc1cc(C(=O)NCc2cccs2)n(-c2ccccc2)n1	1.1	-7	7	4	-6	99	3	1.3	-1.0	-0.4
COCCN1Cc2cccc(C(=O)NCc3ccccn3)c2C1=O	1.1	1	-1	1	-10	91	5	0.94	-1.5	-0.1
Cc1ccc([N+](=O)[O-])c(OCCCN2CCCCCC2)c1	1	15	-15	0	-3	101	1	1.3	1.3	1.0
C/C=C/c1ccc(OCC(=O)NCc2ccccc2OC)c(OC)c1	1.1	14	-14	-1	-9	96	2	1	0.3	0.0
COc1ccc2c(c1)c1ncn(CCN3CCCCC3)c(=O)c1n2C	1	1	-1	-3	0	102	5	1.6	-0.4	-0.2
CN(C)C(=O)c1cccn(Cc2cccc(C(F)(F)F)c2)c1=O	1	7	-7	1	2	102	15	1	-1.5	-0.1
Cc1cc(NC(=O)CSc2nnc(-c3ccco3)n2Cc2ccccc2)no1	1.1	5	-5	-4	-6	106	1	0.93	-0.1	-0.1
COc1ccc(C(=O)N2CCOC2CNC(=O)C(=O)NCc2ccco2)cc1 (stereo unspecified)	1	-2	2	-2	2	103	4	0.93	-0.4	-0.2
Cc1ccc(-c2nn(C)c(=O)c3ccccc23)cc1S(=O)(=O)NCCO	1	7	-7	-6	1	104	0	1.4	1.4	-0.6
O=C(NC1CCCCC1)C(c1cccs1)N(Cc1cccs1)C(=O)c1ccco1 (stereo unspecified)	1	1	-1	5	-1	102	8	0.52	1.4	-0.2
Cc1cc(C(=O)N/N=C/C=C/c2ccc([N+](=O)[O-])cc2)n[nH]1	1	-12	12	-1	-3	106	2	1.1	0.1	-0.1
Cc1ccc(CCNC(=O)C2CCCN(S(=O)(=O)c3c(C)nn(C)c3C)C2)cc1 (stereo unspecified)	1.1	-7	7	0	-10	93	-2	0.95	-3.3	-0.4
COCCCNC(=O)c1ccc2c(=O)n(Cc3ccc4c(c3)OCO4)c(=S)[nH]c2c1	1.1	-4	4	0	-8	100	1	1.1	1.1	-0.2
O=C(COC(=O)c1cc([N+](=O)[O-])ccc1NCc1ccccc1)NCc1ccccc1Cl	1.1	-10	10	-7	-9	98	10	1.1	-0.8	-0.3
COc1ccc(NC(=O)c2cc(-c3ccccc3)nc3c2c(C)nn3-c2ccccc2)c(OC)c1	1.1	-1	1	-4	-10	90	6	1.1	0.1	-0.1

The listing continues:
SMILES	FLuc stim CS	APP 5'UTR act	APP transl inh	HMGR II inh	FLuc inh counter	STAT1 act	G6PDH CS	NF-kB neuron act	Redox H2O2 prof	Hsp70 activator
Cc1cc(C)nc(SCCC(=O)Nc2ccccc2Cl)n1	1	11	-11	-2	0	105	9	1.1	-0.7	0.2
COc1ccc(NS(=O)(=O)c2ccc(C)c(C(=O)O)c2)cc1	1	-5	5	0	1	106	-1	0.98	1.4	0.1
CCn1c(Cc2ccccc2)nnc1SCC(=O)Nc1ccccc1F	1	17	-17	-2	-2	96	18	1.1	-1.6	-0.3
O=C(O)CN1C(=O)SC(Nc2ccc(C(=O)O)cc2)C1=O (stereo unspecified)	1	-1	1	-3	-3	97	-4	1	0.2	-0.1
CN1CCN(NC(=O)c2cc(-c3ccccn3)nc3ccccc23)CC1	1	6	-6	-3	4	100	4	1	-1.6	0.3
COC(=O)c1cc(C(=O)c2ccc(C(C)(C)C)cc2)c[nH]1	0.9	37	-37	-1	7	120	15	2	-0.4	-0.1
CCOCC(=O)N1CCc2ccccc21	1	10	-10	-1	0	100	5	1.5	0.0	0.1
CCOC(=O)C1=C(C)OC(N)=C(C(=O)OCC)C1c1ccncc1 (stereo unspecified)	1	-1	1	-7	-5	90	1	1.8	-0.9	-0.3
CC(=O)c1ccc(S(=O)(=O)N2CCN(C(C)=O)CC2)cc1	1	21	-21	6	-1	102	2	1.3	-0.5	0.3
CCOc1ccc2nc(NC(=O)CN3CCC(n4nnc5cc(C(F)(F)F)ccc54)CC3)sc2c1	1	9	-9	-5	4	96	5	1.2	0.9	-0.3
CCNc1c([N+](=O)[O-])c(=O)oc2ccccc12	1.1	-4	4	0	-5	98	10	1.1	-0.1	-0.1
Cc1cc(Nc2ccc(F)cc2F)n2ncnc2n1	1.1	13	-13	-4	-9	91	22	1.2	0.8	-0.2
O=C(NCCc1nnc2ccc(NCc3ccc(Cl)cc3)nn12)c1ccccc1	1.1	-3	3	-4	-6	99	2	0.85	-0.4	0.8
C/C(CC(=O)Nc1ccc(N(C)C)cc1)=N\NC(=O)c1cnccn1	1	3	-3	-4	-2	117	-1	0.74	0.0	0.1
Cc1ccc(Cn2nnc3c(=O)n(CC(=O)N4CCCCC4)cnc32)cc1	1	5	-5	-3	0	100	10	1.3	-3.1	-0.1
O=C(NC(=S)Nc1ccccc1N1CCCC1)c1ccc([N+](=O)[O-])cc1	0.9	-13	13	-8	6	97	-7	1.1	0.0	-0.2
CC1(C)CC(=O)c2cc(C(=O)NC3CCSC3=O)c(=O)n(-c3ccccc3)c2C1 (stereo unspecified)	1	20	-20	-3	-2	101	2	0.97	0.1	-0.3
COc1ccc(N2CCN(c3oc(-c4ccco4)nc3C#N)CC2)cc1	1.1	2	-2	-6	-7	99	11	1.4	-1.2	-0.2
Cc1cccc(NC(=O)CC2SC(=O)N(c3ccccc3)C2=O)c1 (stereo unspecified)	1	-26	26	-7	-3	103	-3	1	0.1	-0.3
Cc1ccc(C(=O)NCCN2CCOCC2)cc1	1	-6	6	-4	-4	99	-3	1.4	-0.5	-0.4
Cc1ccc(OCc2nnc(SCC(=O)Nc3ccc4c(c3)OCO4)n2C)cc1	1.1	4	-4	0	-6	103	-27	1.3	1.3	-0.2

From PubChem
